Assay outcomes from PubChem BioAssay.
RmlCD inh 1536: M. tuberculosis RmlC/RmlD inhibition; RmlC+RmlD coupled enzyme assay, percent inhibition; primary screen in compound mixtures; P9WH09+P9WH11; hit rate 0.03% among 160,000; inhibition, % at 3.6 µM; in the data active means inhibition mostly above about 34%, no sharp cut-off; inconclusive means no clear call, values can overlap the other calls; inactive means mostly below about 22%; further: some results filed as inactive read as strong as hits
Target sequence (P9WH09 whole entry, looked up): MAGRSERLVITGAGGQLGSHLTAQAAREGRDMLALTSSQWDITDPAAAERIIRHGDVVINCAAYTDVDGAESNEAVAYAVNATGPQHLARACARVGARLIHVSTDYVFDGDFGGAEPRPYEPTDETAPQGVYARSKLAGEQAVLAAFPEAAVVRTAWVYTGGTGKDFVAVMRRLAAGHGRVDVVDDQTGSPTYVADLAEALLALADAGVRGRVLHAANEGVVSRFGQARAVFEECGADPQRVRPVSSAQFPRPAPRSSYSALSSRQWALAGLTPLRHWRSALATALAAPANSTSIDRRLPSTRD
Target sequence (P9WH11 whole entry, looked up): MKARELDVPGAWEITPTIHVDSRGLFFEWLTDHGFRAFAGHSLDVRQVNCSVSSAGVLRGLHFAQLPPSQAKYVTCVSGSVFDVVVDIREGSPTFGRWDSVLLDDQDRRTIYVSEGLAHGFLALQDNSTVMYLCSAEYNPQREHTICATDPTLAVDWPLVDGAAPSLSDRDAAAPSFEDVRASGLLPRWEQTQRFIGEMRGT
GlmU inhibition: inhibition of mycobacterial GlmU enzyme – biochemical, glucosamine-1-phosphate acetyltransferase (AID 1376); inhibition, %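 (tested at 30 µM in the primary screen)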; hits with a dose series show IC50 in µM; hit rate 0.25% among 220,000; M. tuberculosis GlmU acetyltransferase enzyme assay; higher % means a stronger effect; in the data active means inhibition above about 13%; inconclusive means no clear call, values can overlap the other calls;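 further: 0% = complete reaction with vehicle and 100% = reaction without substrate; strong numbers were not always called active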
* = called active by the depositor; ? = inconclusive; · = not tested or not shown.

Each structure is followed by: GlmU inhibition	RmlCD inh 1536
> COc1cc(/C=N/NC(=O)C(C)n2nnc3ccccc32)ccc1O (stereo not drawn)
  1.1%	·
> CSCCCNC(=S)N1CCc2ccccc2C1
  -3.5%	·
> Cn1nnc2ccccc2c1=O
  -2.6%	9.1
> O=C(O)CC(=O)Nc1ccc(Oc2ccc(C(F)(F)F)cn2)c(Cl)c1
  -2.4%	-11.2
> COc1ccccc1C(C[N+](=O)[O-])c1c[nH]c2ccccc12 (stereo not drawn)
  -4.0%	·
> Cc1ccnc(NC(=O)CCC(=O)N(CC(=O)NC(C)(C)C)C2CCCC2)c1
  2.1%	·
> CN(C)C(/C=C/Nc1ccccc1F)=C(C#N)C#N
  -5.3%	7.6
> O=C(CCC1(C(=O)O)CCC(=O)NC1)NCc1ccccc1 (stereo not drawn)
  1.9%	15.1
> COc1ccc(N2C(=O)C(Cl)=C(Oc3cccc(OC)c3)C2=O)cc1
  1.1%	0.7
> COc1cccc(-n2c(SCc3ccccn3)nc3c(c2=O)SCC3)c1
  3.6%	8.4
> CC(C)Oc1ccc(CSc2ncn[nH]2)cc1
  2.9%	5.5
> COc1ccc(/C=N/NC(=O)c2cc(-c3ccccc3OC)nc3ccccc23)cc1COC(C)=O
  -2.9%	1.8
> O=C(Nc1cccc(-c2cn3c(n2)SCC3)c1)c1ccc2ccccc2n1
  0.9%	9.8
> Cc1ccc(NC(=O)c2cc(-c3ccco3)on2)cc1
  3.1%	1.0
> COc1ccc(S(=O)(=O)N2CCOCC2)cc1NC(=O)CSc1nnc2ccccn12
  -3.2%	1.3
> O=C(Nc1ccc(-c2nc3c(ccc4ccccc43)o2)cc1)c1ccco1
  2.0%	-13.8
> COC(=O)c1cc2ccsc2n1CC(=O)Nc1cc(C)cc(C)c1
  -1.7%	8.1
> Cc1ccccc1-n1c(SC/C(O)=C(\C#N)c2nc3ccccc3[nH]2)nnc1-c1ccncc1
  3.5%	0.9
> Cc1ccccc1CSCCNS(C)(=O)=O
  0.2%	·
> CCn1c2ccccc2c2cc(Nc3cc(C)nc4ncnn34)ccc21
  2.6%	-8.8
> COc1ccccc1CCc1nnc(CCC(=O)N(C)Cc2cccc3cnccc23)o1
  -4.5%	18.7
> COc1nc(-c2ccccc2)ccc1-c1noc(C)n1
  -6.8%	-2.5
> Cc1ccc2cc(CCNC(=O)c3ccc(S(=O)(=O)N4CCCCC4)cc3)c(=O)[nH]c2c1
  6.5%	-13.6
> COc1ccccc1NC(=O)CSc1nncn1-c1cccnc1
  -5.5%	-7.8
> CCc1ccccc1N(C)S(=O)(=O)c1ccc2[nH]cc(C(=O)O)c(=O)c2c1
  4.0%	8.3
> Cc1csc(NC(=O)CCCc2cccs2)n1
  1.4%	-2.9
> O=C(NC(Cc1c[nH]c2ccccc12)C(=O)O)c1ccc(Br)cc1 (stereo not drawn)
  3.5%	7.2
> O=C1C(=O)N(Cc2ccco2)C(c2cccc(Cl)c2)/C1=C(\O)c1ccc2c(c1)OCCO2 (stereo not drawn)
  0.8%	·
> O=C(NCCCN1CCOCC1)NC1CCCCC1
  3.9%	5.4
> CCN(Cc1ccncc1)C(=O)c1ccc2c(c1)S(=O)(=O)c1ccccc1C2=O
  -4.3%	-8.3
> CCOc1ccccc1-c1cc(-c2n[nH]c(=S)n2CC)c2ccccc2n1
  6.4%	·
> CCC1CCC2(CC1)NC(=O)N(CC(=O)Nc1cc(C)on1)C2=O (stereo not drawn)
  -5.6%	-0.5
> CCOc1ccccc1OCCCCN1CCCC1
  -4.6%	·
> COc1cc(NC(=O)c2cc(C)nc3ccccc23)cc(OC)c1OC
  -0.1%	67.3
> COc1ccccc1NC(=O)/C(=C\c1cccs1)NC(=O)c1ccco1
  -2.7%	-10.5
> CCC(=O)Nc1nnc(SCCOC)s1
  4.7%	5.6
> COc1cc(NC(=O)CN2C(=O)c3ccccc3Sc3ccc(C(=O)N4CCOCC4)cc32)cc(OC)c1OC
  -2.5%	6.8
> CCN(CC)CCCn1c(=S)[nH]c2cc(OC)c(OC)cc2c1=O
  -5.8%	-10.1
> Cc1ccc(S(=O)(=O)N(C)c2ccc3ccccc3c2)cc1
  -5.3%	2.6
> CSC1CCCCC1(O)CSc1nc2ccccc2o1 (stereo not drawn)
  -4.9%	0.0
> CC(C)C(=O)N1CCc2cc(-c3csc(N)n3)ccc21
  1.4%	9.6
> C/C(=N\NC(=S)NCc1ccccc1)c1cccs1
  2.5%	-11.9
> O=S(=O)(c1ccc(NCCc2c[nH]c3ccccc23)nc1)N1CCOCC1
  5.2%	-5.4
> Nc1cc(S(=O)(=O)Nc2ccc(Br)cc2)ccc1Cl
  9.1%	27.9
> Cc1noc(C)c1C(=O)Nc1ccc(Cl)cc1C(F)(F)F
  2.6%	10.2
> Cc1ccccc1NC(=O)c1cccc(S(=O)(=O)Oc2ccc([N+](=O)[O-])cc2)c1
  5.3%	-6.6
> CCOC(=O)c1c(N)n(CCN2CCCCC2)c2nc3ccccc3nc12
  0.6%	12.0
> CCN(C(C)=O)c1cccc(-c2ccnc3c(C#N)cnn23)c1
  ·	-10.7
> CCOC(=O)C1CCN(C(=O)COc2ccc(N(C)S(=O)(=O)c3ccc(C)cc3)cc2)CC1
  -2.6%	13.9
> C=CCn1c(C)cc(C(=O)COc2ccc(S(=O)(=O)N3CCCC3)cc2[N+](=O)[O-])c1C
  -3.5%	·
> Cc1ccc(NS(=O)(=O)c2ccc3[nH]c(=O)c(=O)[nH]c3c2)cc1Cl
  -1.4%	-13.0
> COc1cccc(NC(=O)C2CC(=O)N(C)C(=Nc3cccc(F)c3)S2)c1 (stereo not drawn)
  0.0%	·
> CCN(CC)C(=O)c1sc2nc(N3CCOCC3)c3c(c2c1N)CCCC3
  -7.3%	·
> CCOC(=O)c1sc(NN=C(C(=O)OC)C(=O)OC)c(C(=O)OCC)c1C
  -2.5%	2.1
> Cc1nn(-c2ccccc2)c(C)c1/C=N/NC(=O)CSc1nc2ccccc2c(=O)n1-c1ccccc1
  1.8%	18.6
> CCOC(=O)c1ccc(NCn2c(=O)oc3ccccc32)cc1
  ·	?
> O=C(Nc1ccc(Cl)cc1Cl)c1ccc(-c2ccccc2)cc1
  2.2%	-12.5
> CC1(C)Cc2c(C#N)c(N3CCN(C(=O)c4ccccc4Cl)CC3)nc(-c3ccco3)c2CS1
  1.6%	-0.6
> CCNC(=O)c1sc2cc(C)ccc2c1Cl
  4.4%	3.2
> C=CCOc1cccc(C2C(C(=O)c3ccco3)=C(O)C(=O)N2CCN2CCOCC2)c1 (stereo not drawn)
  -2.8%	27.6

One compound at a time, from the list above.
CC1(C)Cc2c(C#N)c(N3CCN(C(=O)c4ccccc4Cl)CC3)nc(-c3ccco3)c2CS1 is listed as GlmU inhibition: 1.6%; RmlCD inh 1536: -0.6
CCNC(=O)c1sc2cc(C)ccc2c1Cl is listed as GlmU inhibition: 4.4%; RmlCD inh 1536: 3.2

Following part:
Each structure is followed by: GlmU inhibition	RmlCD inh 1536
> CCN(CC)c1ccc(/C=N/n2c(-c3ccccc3Br)n[nH]c2=S)cc1
  0.5%	-2.2
> CN1CCN(C(=O)c2ccc(-c3nn(C)c(=O)c4ccccc34)cc2)CC1
  -2.9%	·
> O=C(c1ccco1)N1CCN(c2cc(=O)n(C3CCCCC3)c(=O)[nH]2)CC1
  -2.1%	11.0
> COc1ccccc1Oc1cc(-n2nc(C)cc2C)ncn1
  -7.5%	·
> COc1ccc(CCN2C(=O)CC(NC34CC5CC(CC(C5)C3)C4)C2=O)cc1OC (stereo not drawn)
  2.8%	-10.8
> CSc1ccccc1NC(=O)N1CCCC(C(=O)c2ccc3c(c2)OCO3)C1 (stereo not drawn)
  -0.5%	-13.7
> O=C1C2=C(SCCS2)C(=O)N1c1ccccc1
  1.4%	·
> Cc1ccc2nc3c(c(Nc4ccc5c(c4)OCCO5)c2c1)CCC3
  4.8%	-8.6
> COc1ccc(Nc2c3c(c(C#N)c4nc5ccccc5n24)CCC3)cc1
  3.1%	·
> Cn1cccc1C(=O)OCC(=O)N1CC(=O)Nc2ccccc21
  -3.3%	-14.2
> N#CC1=C(N)C2=CCCC[C@H]2[C@H](c2ccc(Br)cc2)C1(C#N)C#N
  2.6%	-3.1
> COc1ccc(S(=O)(=O)NCC(c2cccnc2)N2CCN(c3ccccc3OC)CC2)cc1C (stereo not drawn)
  -0.4%	6.1
> COc1cc(NC(=O)C2CC(=O)NC3=C2C(=O)CCC3)cc(OC)c1 (stereo not drawn)
  -3.9%	-5.9
> COc1ccccc1C1=NCc2nnc(C)n2-c2ccc(Cl)cc21
  3.2%	-4.6
> CCC/C(O)=C1\C(=O)CC(C)(C)CC1=Nc1ccc(OC)cc1OC
  1.0%	7.3
> NC(=O)COC(=O)C12CC3CC(CC(O)(C3)C1)C2
  -5.0%	12.2
> CCC(=O)N1CCN(c2ccc(NC(=O)c3ccc4c(c3)OCCO4)cc2)CC1
  1.5%	·
> CN1c2ccccc2N(C)C1c1ccc2c(c1)OCO2
  2.3%	-7.1
> COc1ccccc1CNC(=O)COC(=O)Cc1c(F)cccc1Cl
  -5.8%	21.9
> C=CCn1c(SCC(=O)NCC2CCCO2)nc2scc(-c3ccco3)c2c1=O (stereo not drawn)
  3.3%	-1.4
> Oc1ccccc1C(=S)N1CCCCC1
  3.3%	11.4
> Cc1nc(NC(=O)CSc2nnc(-c3ccc4c(c3)OCO4)o2)c(Cl)cc1Cl
  8.9%	-11.3
> Cc1ccc(NC(=O)C2(c3ccc([N+](=O)[O-])cc3)CCCC2)cc1
  -4.9%	6.7
> O=C(CSCCSCC(=O)c1ccco1)c1ccco1
  0.1%	-2.1
> O=c1cc(NCCO)c2ccccc2o1
  0.3%	-0.8
> CCOc1ccccc1NC(=O)c1c(NC(=O)CCC(=O)O)sc2c1CCCCC2
  2.2%	0.2
> C=CCn1c(SCC(=O)NCc2ccccc2)nnc1-c1ccccc1O
  -3.1%	8.7
> NC(=O)c1ccc(OCC(F)(F)F)nc1
  3.7%	13.9
> O=C(CCS(=O)(=O)c1ccc(Br)s1)NCc1ccccc1
  3.0%	0.4
> COc1cccc(C2CC(C(F)(F)F)n3ncc(C(=O)NCc4ccco4)c3N2)c1 (stereo not drawn)
  2.8%	-9.0
> CCOC(=O)N1CCN(Cc2nc3c(c(=O)n(C)c(=O)n3C)n2CCC(C)C)CC1
  1.6%	6.3
> CCOC(=O)c1sc2nc(C)cc(C)c2c1NC(=O)c1ccco1
  -1.3%	·
> CC(C(N)=O)N1C(=O)C2C3C=CC(C3)C2C1=O (stereo not drawn)
  2.5%	103.1
> CCCNC(=O)C(=O)NCCC1=CCCCC1
  0.6%	-4.9
> COc1ccc(NC(=O)c2cccs2)cc1O
  3.1%	11.5
> CC(C)(C)C1CCc2c(sc(NC(=O)CSc3ncn[nH]3)c2C#N)C1 (stereo not drawn)
  2.1%	·
> O=C(C1=C(O)C(=O)N(CCOCCO)C1c1ccccn1)c1cccs1 (stereo not drawn)
  -0.4%	-14.9
> Cc1ccc(/C=C2\SC(=S)N(CCCC(=O)NNC(=O)c3ccccc3O)C2=O)cc1
  -1.3%	-3.5
> CCOC(=O)CSc1n[nH]c(NC(=O)c2cccc(C)c2)n1
  5.1%	2.0
> CN1CCN(C(=O)C(N)Cc2ccccc2)CC1 (stereo not drawn)
  -7.5%	-9.2
> Cc1cccc(NC(=O)COc2ccc3oc4c(c3c2)CCCC4)n1
  -0.2%	-7.1
> O=C(/C=C/Nc1ccc(F)c(F)c1)c1cccs1
  0.6%	-5.4
> CCCc1nc2ccccc2c(=O)n1/N=C/c1ccccc1O
  1.2%	106.4
> CCOc1ccc(C2N(c3ccc(F)cc3)C(=O)C3CCCN32)cc1OC (stereo not drawn)
  9.7%	·
> CCC(C)(C)n1nnnc1C(c1ccncc1)N1CCN(c2cccc(OC)c2)CC1 (stereo not drawn)
  3.9%	-4.9
> CC(C)(C)N1Cc2ccccc2C1=N
  1.1%	34.0
> O=C(c1ccc(N2CCCCCC2)c([N+](=O)[O-])c1)N1CCc2ccccc21
  0.8%	3.2
> CCCCCCC(=O)NN1CCN(C)CC1
  2.6%	·
> CCOC(=O)c1cc(C#N)c(N2CCN(c3ccccn3)CC2)nc1-c1ccccc1
  -1.4%	-7.2
> COc1cccc(/C(C)=N/NC(=O)c2ccc(N(C)C)cc2)c1
  ·	8.1
> OC[C@@H](O)[C@H](O)C(/C=N/Nc1ccccc1)=N\Nc1ccccc1
  -4.4%	·
> CCOC(=O)c1c(/N=C/c2cc(OC)cc([N+](=O)[O-])c2O)sc(C)c1C
  6.0%	28.6
> Cc1cc2c(cc(C(=O)N3CCC(C(=O)NC4CCCC4)CC3)n2Cc2c(F)cccc2Cl)o1
  0.2%	·

A second format for 2 compounds above.
structure	GlmU inhibition	RmlCD inh 1536
CCC(C)(C)n1nnnc1C(c1ccncc1)N1CCN(c2cccc(OC)c2)CC1 (stereo not drawn)	3.9%	-4.9
CC(C)(C)N1Cc2ccccc2C1=N	1.1%	34.0

This is a subset; the hit share may differ from the screen's.
